aSyn yeast inh: qHTS of alpha-syn Inhibitors | Yeast expressing alpha-synuclein, growth rescue, BacTiter-Glo, 24 h | Potency, µM (series often up to 46.1 µM), inactives show at the highest dose growth rescue (activation), actives largely listed as activators | 370,000 compounds, 0.14% hits; note: % of control where 0% means no effect; nearly all actives have a fitted effect of over 65% in size
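Screening used galactose-induced yeast with toxic alpha-synuclein levels, exposed to compound for 24 hr at 30 deg C. Cell growth, read with BacTiter-Glo luminescence, gave the measured signal.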
PTHR1 ag: qHTS for PTHR1 Agonists: Primary Screen; 410,000 compounds, 0.075% hits; HEK293 GP2 PTHR1 cells, GloSensor cAMP luminescence, 1 h; Potency, µM (titrated, usually from 115 µM), without a hit: at the highest dose activation, usual class: activators; Parathyroid hormone/parathyroid hormone-related peptide receptor (Homo sapiens), Q03431; note: nearly all actives have a fitted effect of over 55% in size; some results filed as inactive show a strong effect at the top dose; inactives centre near -15; many of its hits are not listed in these tables
Target sequence (Q03431 whole entry, looked up): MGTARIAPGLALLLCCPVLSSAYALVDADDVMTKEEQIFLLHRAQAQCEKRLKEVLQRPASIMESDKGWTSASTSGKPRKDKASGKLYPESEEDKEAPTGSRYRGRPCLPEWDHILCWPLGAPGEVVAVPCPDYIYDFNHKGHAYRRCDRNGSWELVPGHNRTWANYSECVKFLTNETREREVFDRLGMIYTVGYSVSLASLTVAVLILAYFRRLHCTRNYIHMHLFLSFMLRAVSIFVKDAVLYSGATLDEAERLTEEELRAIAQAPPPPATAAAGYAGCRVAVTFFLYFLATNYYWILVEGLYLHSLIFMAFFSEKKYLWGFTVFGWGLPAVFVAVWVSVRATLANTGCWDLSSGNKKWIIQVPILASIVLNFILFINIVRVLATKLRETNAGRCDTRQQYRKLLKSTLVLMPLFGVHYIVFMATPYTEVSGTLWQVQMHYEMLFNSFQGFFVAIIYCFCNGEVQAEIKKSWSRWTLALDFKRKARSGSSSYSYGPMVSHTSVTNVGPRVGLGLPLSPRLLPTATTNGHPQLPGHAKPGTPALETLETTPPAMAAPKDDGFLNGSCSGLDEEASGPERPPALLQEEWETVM
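HEK-293-derived GP2 cells expressing PTHR1 and a GloSensor cAMP reporter, 3,000/well, plated overnight, given luciferin plus IBMX (each 0.5 mM as added) for 1 h at 37 °C, then compound for 1 h at 37 °C. Luminescence was read after 15 min at room temperature.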
TDP43 rescue: qHTS of TDP-43 Inhibitors; TDP-43 expressing yeast growth rescue, BacTiter-Glo, 24 h; 410,000 compounds, 1.8% hits; Potency, µM (series often up to 46.1 µM), for inactives: at the top dose growth rescue (activation), actives largely listed as activators; note: % of control where 0% means no effect; nearly all actives have a fitted effect of over 50% in size
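Yeast expressing TDP-43 (pregrown in raffinose, seeded at OD600=0.02 in galactose medium) exposed to compounds 24 hr at 30 deg C. Growth read by BacTiter-Glo luminescence; rescue of toxicity appears as increased signal.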
EPAC2 antagonist: qHTS for Antagonist of cAMP-regulated guanine nucleotide exchange factor 2 (EPAC2): primary screen; Rap guanine nucleotide exchange factor 4 (Homo sapiens), Q8WZA2; EPAC2 GEF exchange of Rap1B-BODIPY-GDP, fluorescence; Potency, µM (top dose mostly 114 µM), for the others: at the highest dose activity, negative = inhibition, most hits filed as inhibitors; 360,000 compounds, 0.18% hits; note: % is set by controls: 0 for no effect and ±100 for the full control effect; nearly all actives have a fitted effect of over 45% in size; many of its hits are not listed in these tables
EPAC2 agonist: qHTS for Agonist of cAMP-regulated guanine nucleotide exchange factor 4 (EPAC2): primary screen. Rap guanine nucleotide exchange factor 4 (Homo sapiens), Q8WZA2. EPAC2 activation, biochemical qHTS; response scale: 100% = 6.5 mM cAMP response. Potency, µM (titrated, usually from 154 µM), for the others: top-dose activation, usual class: activators. 360,000 compounds, 0.079% hits; note: nearly all actives have a fitted effect of over 50% in size
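Fluorescence exchange assay: 100 nM EPAC2 with 250 nM RAP1B-BODIPY-GDP and 50 uM GDP; compounds tested as a concentration-titration series (qHTS). Loss of Rap1-bound BODIPY-GDP fluorescence read at 480/540 nm; data normalized to 6.5 mM cAMP.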
EPAC1 antagonist: qHTS for Antagonist of cAMP-regulated guanine nucleotide exchange factor 3 (EPAC1): primary screen | Rap guanine nucleotide exchange factor 3 (Homo sapiens), O95398 | EPAC1 GEF assay, Rap1b-BODIPY-GDP exchange fluorescence | Potency, µM (titrated, usually from 115 µM), for the others: at the top dose activity change, negative = inhibition, usual class: inhibitors | 360,000 compounds, 0.14% hits;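 note: plate controls were vehicle for no effect and positive control for full effect; nearly all actives have a fitted effect of over 50% in size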
FUS yeast rescue: qHTS for Suppressors of FUS Proteinopathy: Primary screen using FUS-linked yeast assay; S. cerevisiae FUS-expressing, growth rescue, OD600, 24 h; 390,000 compounds, 0.24% hits; Potency, µM (top dose mostly 76.6 µM), for inactives: at the highest dose growth rescue (activation), hits mostly activators;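 note: plate controls were DMSO vehicle for no effect and reference control for full effect; nearly all actives have a fitted effect of over 55% in size; some results filed as inactive show a strong effect at the top dose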
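Yeast FUS proteinopathy model; galactose-induced FUS (2%), starting OD 0.005. Cpds in dilution series, 24hr, 30C, 99% humidity. Abs 600 nm growth. Pos ctrl CP55940 (top 92uM final); neg ctrl DMSO.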
EPAC1 ag: qHTS for Agonist of cAMP-regulated guanine nucleotide exchange factor 3 (EPAC1): primary screen; EPAC1 agonist qHTS, biochemical assay; response scale: 100% = response to 6.5 mM cAMP; Potency, µM (doses to about 154 µM), inactives show at the highest dose activation, hits mostly activators; 360,000 compounds, 0.073% hits; AID 720707, 2013; note: nearly all actives have a fitted effect of over 60% in size
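Fluorescent GDP-exchange assay: 100 nM EPAC1 with 250 nM Rap1B preloaded with BODIPY-GDP and 50 uM GDP; compounds tested as concentration series, 5 min at room temperature, then read every 5 min for 30 min (ex 480/em 540 nm); normalized to 6.5 mM cAMP.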
An asterisk follows results filed as active; i = inactive; ? = inconclusive; · = no result given; [ ] = remark or other dose. Calls come from the whole dose curve; as a rule, active = well fitted curve in the direction sought with a large enough effect; inconclusive = small, poorly fitted or top-dose-only effect, or another doubt; inactive = no such curve, though single readings can be large; an effect the other way counts as inactive or inconclusive. Potency is the fitted concentration of half-maximal effect.

compound	aSyn yeast inh	PTHR1 ag	TDP43 rescue	EPAC2 antagonist	EPAC2 agonist	EPAC1 antagonist	FUS yeast rescue	EPAC1 ag
Clc1ccc(CSc2ccc(-c3ccccn3)nn2)cc1	?	-14%	?	2%	2%	-4%	-13%	-9%
Cc1ccc(/C=N/NC(=O)C2=NNC(c3ccccc3)(c3ccccc3)C2)c(O)c1	-7%	i	?	8%	11%	-11%	29%	5%
N#Cc1ccc(C(=O)Nc2cc(S(=O)(=O)N3CCCC3)ccc2OCC(F)(F)F)cc1	-6%	i	23%	-6%	-10%	3%	·	-8%
C#CCN(CC=C)C(=O)C1CCC(=O)N(CCCc2ccccc2)C1 (centres undefined)	1%	20%	10%	7%	10%	5%	-6%	4%
CCOC(=O)C1=C(C)NC(=O)NC1c1ccc(OCCO)c(OC)c1 (centres undefined)	-4%	i	-11%	-2%	4%	10%	-6%	-4%
CC(C)Sc1nnc2n(CCc3ccccc3)c(=O)c3c4c(sc3n12)COC(C)(C)C4	-3%	0%	21%	3%	19%	10%	·	1%
O=C(Cc1ccc(Cl)cc1)Nc1ccccc1Sc1ccccc1	-1%	-87%[inhibitor]	2%	-9%	20%	-21%	·	14%
COc1cc(-c2nc3cccc(C)n3c2Nc2ccc3c(c2)OCCO3)ccc1O	-7%	-5%	10%	·	·	·	2%	·
CCCc1ccc(C(=O)CN2C(=O)C(=O)N(C3CCCC3)C2=O)cc1	9%	-19%	7%	0%	4%	-4%	-2%	8%
CCOc1ncccc1C(=O)NCc1ccc(OC)c(OC)c1	6%	i	17%	1%	6%	-10%	·	3%
CCn1nc(C(=O)Nc2cccc(S(=O)(=O)N3CCCC3)c2)c2ccccc2c1=O	6%	-27%	?	0%	11%	6%	45%	5%
C#CCOCCOCCOCCNc1nc(N2CCOCC2)nc(N2CCN(C(=O)[C@H](Cc3cc4ccccc4[nH]3)n3cc([C@@H](N)CC(C)C)nn3)CC2)n1	3%	-3%	12%	-12%	-6%	-8%	37%	3%
Cc1nn(C)c2c(=O)c(=O)c2n(C)[nH]1	-8%	-2%	-8%	-7%	6%	-2%	-3%	10%
COc1ccc(/C=C(\C#N)c2nc3ccccc3[nH]2)cc1O	1%	i	-6%	13%	-9%	6%	10%	8%
COc1ccc(Nc2cc(C)nc3c(C)cccc23)cc1OC	-10%	i	-15%	-15%	5%	-25%	16%	3%
O=C(CSC1CC(=O)N(CC(c2ccccc2)c2ccccc2)C1=O)Nc1ccc(Cl)cc1 (centres undefined)	-1%	-17%[57.5 µM]	?	-1%	5%	?	14%	5%
CC(=O)NS(=O)(=O)c1ccc(NC(=O)c2oc3c(Cl)cccc3c2C)cc1	-10%	i	-1%	-2%	10%	9%	-29%	3%
O=C(O)CC/C(=N\NC(=O)c1ccccc1Br)c1ccccc1	-5%	i	1%	2%	-3%	10%	·	-1%
Brc1ccc(-c2csc(/N=C/N3CCOCC3)n2)cc1	-13%	-15%[57.5 µM]	2%	0%	-83%[inhibitor][15.6 µM]	1%	20%	5%
NS(=O)(=O)c1ccc(N2N=C(c3ccccc3)CC2c2ccccc2)cc1 (centres undefined)	24%	-6%	?	-5%	-3%	1%	35%	13%
O=C(Nc1nc(-c2ccco2)c(-c2ccco2)s1)c1ccco1	-28%	-10%	-89%[inhibitor]	-1%	12%	?	10%	7%
O=C(NCCc1ccccc1)c1ccc(OCCOc2ccccc2)cc1	-1%	-6%[57.5 µM]	-15%	-1%	2%	-11%	-12%	1%
CCCCOCCCNC(=O)C[C@@H]1C[C@@]2(C(=O)OCC)CCC=C2N(Cc2ccco2)C1=O	-10%	-3%	14%	2%	-15%	-12%	42%	-18%
CCc1ccccc1N(CC(=O)NCc1ccccc1)C(=O)CCC(=O)Nc1ccccn1	6%	-22%	-1%	4%	-3%	6%	-6%	-1%

An excerpt of these results, as labelled records.
COc1cc(-c2nc3cccc(C)n3c2Nc2ccc3c(c2)OCCO3)ccc1O
  aSyn yeast inh: -7%
  PTHR1 ag: -5%
  TDP43 rescue: 10%
  EPAC2 antagonist: ·
  EPAC2 agonist: ·
  EPAC1 antagonist: ·
  FUS yeast rescue: 2%
  EPAC1 ag: ·
CCCc1ccc(C(=O)CN2C(=O)C(=O)N(C3CCCC3)C2=O)cc1
  aSyn yeast inh: 9%
  PTHR1 ag: -19%
  TDP43 rescue: 7%
  EPAC2 antagonist: 0%
  EPAC2 agonist: 4%
  EPAC1 antagonist: -4%
  FUS yeast rescue: -2%
  EPAC1 ag: 8%

Next entries follow.
compound	aSyn yeast inh	PTHR1 ag	TDP43 rescue	EPAC2 antagonist	EPAC2 agonist	EPAC1 antagonist	FUS yeast rescue	EPAC1 ag
Cc1ccc(C2CC(=O)n3nc(-c4cccc(C)c4)nc3S2)cc1 (centres undefined)	?	19%	-13%	·	·	·	-12%	·
CSC1=C(C#N)C(c2ccc(C)cc2)C2=C(CCCC2=O)N1 (centres undefined)	4%	i	1%	9%	1%	7%	1%	-3%
Cc1ccc(-c2ccc(/C=C3/NC(=O)NC3=O)o2)cc1[N+](=O)[O-]	2%	i	14%	3%	6%	8%	21%	-1%
COc1ccc(CCNC(=S)NC(=O)c2c(-c3ccccc3Cl)noc2C)cc1OC	13%	-11%	0%	0%	7%	-3%	?	21%
COc1ccc(CCNS(=O)(=O)c2cccc3cccnc23)cc1OC	-3%	-20%	-23%	17%	6%	-19%	-76%	-14%
COc1ccc(N/C=C/C(=O)c2ccccc2)cc1	0%	-48%	-4%	1%	1%	?	4%	4%
O=C(Nc1cccc(Cl)c1)c1csc(COCCO)n1	-2%	i	27%	-2%	5%	-7%	-17%	1%
COCCCN1CN(S(=O)(=O)c2cccs2)c2nc3ccccc3nc21	1%	i	-15%	-7%	3%	-7%	-2%	16%
Cc1ccc(S(=O)(=O)Nc2nc3ccccc3nc2N2CCc3ccccc3C2)cc1	14%	-15%	2%	-2%	14%	-16%	?	10%
CCc1ccc(NC(=O)C(=O)NCC2CCCN2S(=O)(=O)c2cccs2)cc1 (centres undefined)	1%	-36%[inhibitor]	?	2%	6%	9%	30%	11%
O=C(CN(C(=O)CCC(=O)Nc1nccs1)c1cccc(C(F)(F)F)c1)NCC1CCCO1 (centres undefined)	1%	i	-7%	11%	-1%	7%	-1%	-11%
O=C1CCc2cc(S(=O)(=O)NCCC(=O)NC3CCCCC3)ccc2N1	11%	i	4%	-4%	7%	-16%	23%	0%
CCCCCCCCCCOC(=O)Cn1c(COc2cccc(OC)c2)[n+](C)c2ccccc21	-15%	-58%[inhibitor]	-70%[inhibitor]	?	-3%	-6%	30%	1%
CN(C1CCCC1)C1CCN(C(=O)CNC(=O)/C=C/c2cccc(C(F)(F)F)c2)CC1	-3%	-21%	6%	-3%	1%	-11%	-14%	-4%
COc1ccc(Cl)cc1NC(=O)Cn1nc(-c2ccc(C)cc2)n(C)c1=S	-3%	-27%	8%	10%	-5%	12%	19%	-11%
CCOc1ccc(OCCCCn2ccnc2)cc1	-4%	-7%	-5%	-1%	1%	-8%	·	-4%
Cc1sc2nc(CN3CCCC3)nc(NCc3ccncc3)c2c1C	-12%	i	-35%	1%	-9%	8%	21%	-4%
Cc1cccc(-c2n[nH]c(=S)n2/N=C/c2ccc(C)o2)c1	1%	i	18%	0%	-10%	0%	·	3%
CN(C(=O)c1cccc(NC(=O)Cc2cccc([N+](=O)[O-])c2)c1)C1CCC1	2%	-89%[inhibitor]	15%	-9%	6%	4%	17%	3%
COc1ccc(C(C(=O)NC2CCCC2)N(CCCO)C(=O)Cn2nnc(-c3ccc(C)o3)n2)cc1 (centres undefined)	7%	i	-17%	1%	-7%	-10%	18%	0%
O=C(N/N=C/c1ccccc1Cl)c1cccc(F)c1	-3%	i	-22%	-3%	11%	3%	9%	10%
CC1CC1C(=O)OCC(=O)NC(=O)c1ccc(C(C)(C)C)cc1 (centres undefined)	8%	i	-6%	-7%	-5%	-27%	-3%	-5%
COc1ccc(N(C(=O)CNC(=O)c2ccco2)C(C(=O)NCC2CCCO2)c2ccccc2)cc1Cl (centres undefined)	-1%	-26%	-13%	2%	6%	-4%	22%	5%
Cn1cc(S(=O)(=O)CC(=O)N2CCc3ccccc32)c2ccccc21	8%	i	9%	-16%	23%	5%	-3%	-7%
Cc1cc(C(=O)Nc2cccc3c2O[C@@H](CN(C)S(=O)(=O)c2ccccc2)[C@H](C)CN([C@@H](C)CO)C3=O)n(C)n1	-1%	i	6%	7%	-1%	-2%	12%	0%
CCOc1ccccc1Nc1cc2n(c(=O)n1)CCc1cc(OC)c(OC)cc1-2	2%	-19%	-6%	-11%	4%	-29%	33%	3%
Cc1c(NC(=O)C(C)SC(=S)N2CCCC2)c(=O)n(-c2ccccc2)n1C (centres undefined)	-3%	i	-3%	4%	0%	-7%	11%	8%
CC(C)(CO)NCC(=O)Nc1cc(C(F)(F)F)cc(NC(=O)CNC(C)(C)CO)c1Cl	1%	-1%	8%	-5%	-14%	8%	13%	-5%
Cc1ccc(C(CC(=O)O)NC(=O)c2ccc(S(=O)(=O)N3CCCC3)cc2)cc1 (centres undefined)	-6%	-3%	-13%	2%	9%	4%	7%	12%

Source: PubChem (National Center for Advancing Translational Sciences (NCATS))

The list is partial. The share of hits here may be higher or lower than overall.
